# KCNQ2 block = KCNQ2 potassium channel inhibitors, primary screen, cell-based, CHO-K1, FluxOR thallium flux, B-score (AID 2156). O88943. 20 min; active compounds read low. B-score at 10 µM. hit rate 1.1% among 310,000;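 active = fluorescence ratio B-score at most minus 3 library SDs, with starting brightness B-score within 2 library SDs, cut at about -5.5 in these data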
# Target sequence (O88943 whole entry, looked up): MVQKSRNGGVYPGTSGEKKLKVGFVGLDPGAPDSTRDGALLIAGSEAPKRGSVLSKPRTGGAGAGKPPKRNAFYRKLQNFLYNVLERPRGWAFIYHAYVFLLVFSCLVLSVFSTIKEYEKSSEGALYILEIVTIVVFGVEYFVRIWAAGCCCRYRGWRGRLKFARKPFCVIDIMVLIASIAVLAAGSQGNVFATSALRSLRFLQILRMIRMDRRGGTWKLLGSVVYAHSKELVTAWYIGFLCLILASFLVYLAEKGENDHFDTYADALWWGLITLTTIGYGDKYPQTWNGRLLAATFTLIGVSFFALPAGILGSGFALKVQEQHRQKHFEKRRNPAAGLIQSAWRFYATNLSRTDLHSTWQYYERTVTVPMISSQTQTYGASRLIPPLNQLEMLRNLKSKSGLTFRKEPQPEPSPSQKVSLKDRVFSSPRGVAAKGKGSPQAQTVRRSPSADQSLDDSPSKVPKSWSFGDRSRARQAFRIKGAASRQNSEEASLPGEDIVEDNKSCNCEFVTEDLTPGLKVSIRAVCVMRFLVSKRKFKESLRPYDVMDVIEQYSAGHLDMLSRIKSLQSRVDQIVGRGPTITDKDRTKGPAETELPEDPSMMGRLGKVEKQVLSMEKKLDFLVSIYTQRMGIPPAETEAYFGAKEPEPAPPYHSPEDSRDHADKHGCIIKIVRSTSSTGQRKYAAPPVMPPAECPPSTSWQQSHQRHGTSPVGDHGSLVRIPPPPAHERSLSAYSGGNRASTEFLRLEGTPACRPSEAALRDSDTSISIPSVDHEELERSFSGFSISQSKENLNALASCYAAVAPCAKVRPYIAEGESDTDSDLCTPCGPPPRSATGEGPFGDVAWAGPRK
# Kir21 block = inhibitors of mouse Kir2.1 inward-rectifier potassium channel | P35561 | HEK293-Kir2.1, FluxOR thallium flux fluorescence; active compounds read low | B-score at 10 µM | hit rate 0.85% among 310,000 | AID 1672;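 active = fluorescence ratio B-score at or below minus 3 SD of library scores, with starting-brightness B-score within 2 SD, cut at about -4.2 in these data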;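 also: channel flux triggered by added potassium and thallium sulfate stimulus; B-score of peak minus minimum fluorescence over baseline after thallium stimulus; more negative B-score means stronger Kir2.1 block with less thallium influx; some compounds called inactive have numbers as strong as hits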
# * = called active by the depositor; i = inactive.
SMILES,KCNQ2 block,Kir21 block
COc1cc(NC(=O)C2C3C=CC(C3)C2C(=O)O)ccc1NC(=O)c1ccccc1 (stereo not given),i,0.69
CC(C)c1ccc(/C=C/C(=O)Nc2ccc(CN3CCOCC3)cc2)cc1,i,2.8
CCOC(=O)C(C)Oc1ccc(OCc2ccccc2)cc1 (stereo not given),i,1.3
Cc1nc2ccc(Nc3nc4cc(S(=O)(=O)N5CCOCC5)ccc4o3)cc2s1,i,-1.4
CCCOc1ccc(CNC(=O)Cn2c(=O)oc3ccccc32)cc1,i,0.31
O=C(Nc1ccccc1-c1ccccc1)C1CCC1,i,-0.62
CC(=O)Nc1ccc(N=C(C2=C(O)c3ccccc3C2=O)c2ccccc2)cc1,i,0.96
COc1ccc(OC)c(C2=NS(=O)(=O)N(C)C(C(=O)N3CCC4(CC3)OCCO4)=C2)c1,i,0.75
O=C(c1ccccc1F)N1CCN(c2cccc(C(F)(F)F)c2)CC1,i,1.2
CCCCC(CCC(=O)O)(C(=O)OCC)c1csc(Nc2ccccc2)n1 (stereo not given),i,-0.64
CCOc1ccc(C(=O)Nc2ccc(N3CCN(C)CC3)cc2)cc1[N+](=O)[O-],i,0.02
COc1ccc(Oc2nc(-c3ccccc3)ncc2S(=O)(=O)c2ccccc2)cc1,i,0.37
CCOC(=O)c1ccc(NC(=O)c2ccc(NC(=O)C3CCCO3)cc2)cc1 (stereo not given),i,-2.6
O=c1[nH]cccc1-c1nc2cc(Cl)ccc2n1Cc1ccccc1,i,-0.24
CN1CCN(c2ccc(C(F)(F)F)cc2NC(=O)Nc2ccccc2)CC1,i,0.84
COc1cc(OC)c(S(=O)(=O)NC(C)C)cc1C(=O)O,i,0.15
CCOC(=O)c1nn(-c2ccccc2F)c2nc(Nc3ccccc3)cc(=O)n12,i,0
CC[N+](C)(C)CC/C=C1/c2ccccc2Sc2ccc(Cl)cc21,i,1.9
CCOC(=O)CNC(=O)CSc1ncnc2c1cnn2-c1ccc(C)cc1,i,1.7
Cc1nc(N)sc1-c1csc(Nc2ccc(Cl)cn2)n1,i,0.49
CCOC(=O)CC(=O)CSc1nccc(-c2cccnc2)n1,i,0.26
COCCN1C(=O)N[C@@H](CCc2ccccc2)[C@@H](C(=O)OC)[C@H]1C,i,0.03
Cc1ccc(NCc2ccccc2)cc1,i,-2.7
COc1ccccc1NC(=O)CSC1=NC(=O)C(NC(C)=O)C(=O)N1 (stereo not given),i,-1.3
COc1cc(/C=N/NC(=O)c2ccoc2C)cc(OC)c1O,i,2.2
COc1cccc(NC(=O)C2CCC(CNS(=O)(=O)c3cccc4cccnc34)CC2)c1 (stereo not given),i,-1.5
CCN(CC)S(=O)(=O)c1ccc(NN=C2CCN(C)CC2)c([N+](=O)[O-])c1,i,0.43
COC(=O)c1ccc(Cl)c(NC(=O)CN2CCC(C)CC2)c1,i,1.1
COc1ccc(C(=O)NCc2cn3c(C)csc3n2)cc1OC,i,-0.02
COC(=O)c1ccc(NN=Nc2ccc(C)cc2)cc1,i,1.5
CCn1nccc1C(=O)Nc1ccc(Cl)cc1Cl,i,1.4
O=[N+]([O-])c1ccc(N/N=C/c2ccc(O)c(O)c2O)c(S(=O)(=O)N2CCOCC2)c1,i,0.04
COc1ccc(-c2cn[nH]c2-c2ccc(OCc3ccc(F)cc3)cc2O)cc1OC,i,-0.08
Cc1ccc2cc(-c3noc(C4CCCO4)n3)c(=O)[nH]c2c1 (stereo not given),i,0.25
CC(C)C[C@H](NC(=O)c1[nH]cnc1C(=O)Nc1ccc(CNC(=O)OC(C)(C)C)cc1)C(=O)OC(C)(C)C,i,0.04
Cc1c(-c2ccccc2)nc(-c2ccccc2)[nH]c1=O,i,-2.2
CC1Sc2ccc(S(=O)(=O)N3CCC(C(=O)NCC(C)c4ccccc4)CC3)cc2NC1=O (stereo not given),i,-0.23
CS(=O)(=O)c1ccc(Cl)c(NC(=O)CCCSc2ccccc2)c1,i,1.1
O=C(CN1CCN(Cc2ccc(Cl)cc2)CC1)N/N=C/c1c[nH]c2ccccc12,i,-1.9
C/C(=N/NC(=O)CN1CCN(S(=O)(=O)c2ccc(Br)cc2)CC1)c1ccco1,i,-0.78
COc1ccc(CCNC(=O)CC2Nc3cc(C)c(C)cc3NC2=O)cc1OC (stereo not given),i,-0.06
O=C(O)CCCN1C(=O)/C(=C/C=C/c2ccco2)SC1=S,i,1.3
CCOC(=O)c1nn(-c2ccc(F)cc2)c(C)c1C(C)=O,i,0.72
COc1ccc(-c2csc(N(CC(C)C)C(=O)c3ccco3)n2)cc1,i,1.2
Cc1nnc(SCC(=O)Nc2cccc(N)c2)n1-c1ccccc1,i,0.04
COc1ccc(N2CCN(C(=O)Cc3ccc(Br)cc3)CC2)cc1,i,0.29
COc1ccc(C(CC(=O)N2CCOCC2)c2c(OC)cc(OC)c3ccc(=O)oc23)cc1 (stereo not given),i,-0.03
COc1ccc(CC(=O)NC2=NCCS2)cc1,i,1.5
CCN(CC)S(=O)(=O)c1ccc(N2CCOCC2)c(NC(=O)c2cccc3ccccc23)c1,i,0.86
CSc1nc2ccccc2n1CC(=O)Nc1ccccc1,i,0.56
COc1ccccc1N1C(=O)[C@@H]2[C@H](C1=O)[C@H](C(=O)c1ccc(OC(C)=O)cc1)N1N=CC=C[C@@H]21,i,-0.02
Cc1ccc(CNC(=O)CCS(=O)(=O)c2cc3c(cc2Cl)NC(=O)CO3)o1,i,0.29
CCOc1cc(C(=O)Nc2ccc(S(=O)(=O)NC3=NCCCCC3)cc2)cc(OCC)c1OCC,i,0.76
COc1ccc(/C=C/C(=O)Nc2cccnc2Cl)cc1,i,-1.1
CCn1ncc(C(=O)Nc2ccc(F)cc2)c1C,i,0.02
COc1ccc2cc(S(=O)(=O)c3ccccc3)c(=O)oc2c1,i,-0.46
N=c1n(N)c2ccccc2n1CC(=O)c1ccc(Br)cc1,i,-5.5*
O=C(O)c1cccc(-n2cccc2/C=C2/NC(=O)N(c3cccc(Cl)c3)C2=O)c1,i,-0.21
N/C(=N\OC(=O)c1cccc(Cl)c1)c1cccnc1,i,0.58
COc1ccc(Cc2nnc(NC(=O)C(C)C)s2)cc1,i,-0.03

# Further records:
SMILES,KCNQ2 block,Kir21 block
Cc1cc(C)nc(NC=C2C(=O)OC(C)(C)OC2=O)n1,i,-0.92
COc1ccc(CNC(=O)C(c2ccco2)N(C(=O)CNS(=O)(=O)c2ccccc2)c2ccccc2C)cc1 (stereo not given),i,0.43
COc1ccc(F)c(CN(C)CC2CCCN(CCc3ccc(F)cc3)C2)c1 (stereo not given),i,-9.8*
Cc1cccc(OCCN2C(=O)c3ccccc3C2=O)c1,i,-0.01
O=C(NCCCO)/C(=C/c1ccc(-c2cccc([N+](=O)[O-])c2)o1)NC(=O)c1ccccc1,i,0.06
COc1ccccc1C(=O)COC(=O)Cn1nc(C)c([N+](=O)[O-])c1C,i,-0.52
CNc1oc(C)nc1S(=O)(=O)c1ccccc1,i,-1.7
CN(C)CCCNC(=S)N1CCn2c(nc3ccccc32)C1,i,0.27
Cc1oc(/N=C/c2ccc3c(c2)OCO3)c(C#N)c1C,i,-0.24
O=C(CSc1nnc(-c2ccccc2Br)o1)N1CCOCC1,i,-0.04
CC(C)c1ccc(NC2CCCN(C(=O)c3ccco3)C2)cc1 (stereo not given),i,-0.51
Nc1nn(-c2ccccc2)nc1C(=O)OCc1ccccc1,i,0.02
COc1ccc(C(=O)C2CCCN(Cc3cnc(N4CCOCC4)s3)C2)c(OC)c1 (stereo not given),i,-1.4
Cc1ccn2cc(CSc3ccccc3)nc2c1,i,-1.2
C=CCn1c(N2C(=O)CC(Cc3ccccc3)C2=O)nc2ccccc21 (stereo not given),i,1.5
COc1ccc(S(=O)(=O)N2CCC(C(=O)N3CCOCC3)CC2)cc1Cl,i,0.21
Cc1ccc(C(=O)N2CCCC2)cc1S(=O)(=O)N1CCOCC1,i,2
Cc1cccc(NC(=S)N(C)C)c1C,i,-1.1
O=C(N/N=C/c1ccc(-c2cccc([N+](=O)[O-])c2)o1)c1ccccc1O,i,-0.04
COc1ccccc1NS(=O)(=O)c1ccc2nc(CCl)[nH]c2c1,i,0.82

# Two successive compounds from above, quoted:
SMILES,KCNQ2 block,Kir21 block
Cc1cc(C)nc(NC=C2C(=O)OC(C)(C)OC2=O)n1,i,-0.92
COc1ccc(CNC(=O)C(c2ccco2)N(C(=O)CNS(=O)(=O)c2ccccc2)c2ccccc2C)cc1 (stereo not given),i,0.43

# The listing picks up with the 7 entries that preceded the break.
SMILES,KCNQ2 block,Kir21 block
Cc1ccn2cc(CSc3ccccc3)nc2c1,i,-1.2
C=CCn1c(N2C(=O)CC(Cc3ccccc3)C2=O)nc2ccccc21 (stereo not given),i,1.5
COc1ccc(S(=O)(=O)N2CCC(C(=O)N3CCOCC3)CC2)cc1Cl,i,0.21
Cc1ccc(C(=O)N2CCCC2)cc1S(=O)(=O)N1CCOCC1,i,2
Cc1cccc(NC(=S)N(C)C)c1C,i,-1.1
O=C(N/N=C/c1ccc(-c2cccc([N+](=O)[O-])c2)o1)c1ccccc1O,i,-0.04
COc1ccccc1NS(=O)(=O)c1ccc2nc(CCl)[nH]c2c1,i,0.82
COCc1nnc(NC(=O)CCCOc2ccccc2OC)s1,i,-1.9
Cc1ccsc1/C=N/NC(=O)CN1CCN(Cc2ccccc2)CC1,i,0.55
O=C(NCc1cccnc1)c1nn2cccnc2c1Cl,i,0.44
CCOC(=O)N1CCN(C(=O)COc2ccc(Cl)cc2)CC1,i,-0.69
Cc1cc(C)cc(OC(C)C(=O)NCCCn2ccnc2)c1 (stereo not given),i,0.55
Cc1ccc(C)c(N(CC(=O)NC2CCCC2)C(=O)CCC(=O)Nc2nccs2)c1,i,0
Cc1ccc(/C=C/C(=O)O)cc1S(=O)(=O)Nc1ccc2c(c1)OCO2,i,-1.4
CCOC(=O)Cn1c2c(c(-c3ccccc3OC)cc1=O)CCCC2,i,-2.4
O=C(CSCc1ccccc1)Nc1cccc(C(=O)Nc2ccc(C(=O)O)cc2)c1,i,0.61
Cn1c(SCC(=O)N2CCCC2=O)nnc1-c1ccccc1F,i,0.67
CC(=O)c1cccc(NC(=O)CCNC(=O)c2ccccc2Cl)c1,i,-1.5
COc1ccc(NC(=O)C2C3C=CC4(O3)C2C(=O)N(CCCN2CCCC(C)C2)C4C(=O)NC2CCCCC2)cc1 (stereo not given),i,-0.15
Cc1cccc(N(C)S(=O)(=O)c2cc3c(cc2C)n(C)c(=O)c(=O)n3C)c1,i,-1.6
O=C(CCSCc1cccc(Cl)c1)NCCc1ccccc1,i,-0.12
C/C(=C1/SC(=S)N(CCC(=O)O)C1=O)c1ccc(O)cc1,i,-2.6
NC(=O)c1cc[n+](CC2=C(C(=O)O)N3C(=O)[C@@H](NC(=O)C(c4ccccc4)S(=O)(=O)[O-])[C@H]3SC2)cc1 (stereo not given in full),i,-2.1
CN1CCN(Cc2nc3ccccc3c(=O)n2Cc2nc(-c3ccc4ccccc4c3)cs2)CC1,i,1.6
COc1ccc(S(=O)(=O)N(CC(=O)Nc2ccc(S(=O)(=O)N3CCOCC3)cc2)c2ccccc2)cc1,i,-0.02
CCOC(=O)C1CCCN(C(=O)C2CCN(S(=O)(=O)N3CCC4(CC3)OCCO4)CC2)C1 (stereo not given),i,1.6
O=C(CSc1cccc[n+]1[O-])NN(c1ccccc1)c1ccccc1,i,0.03
Clc1ccccc1CSc1ncccn1,i,-0.15
Cc1ccc(S(=O)(=O)N(C)C)cc1NC(=O)CSc1ccc2c(c1)OCCO2,i,0.48
CC(NC(=O)c1ccc2c(c1)OCCO2)C(=O)O (stereo not given),i,1.1
Cn1nc(-c2ccc(S(N)(=O)=O)s2)cc1C(F)(F)F,i,3.8
O=C(NC1CCCCCC1)C1c2ccccc2C(=O)N1Cc1ccco1 (stereo not given),i,-0.43
CCC(CC)NC(=O)c1cccc(Br)c1,i,-0.4
Cc1ccc(NC(=O)Nc2nnc(-c3ccccc3F)s2)cc1,i,0.64
Cc1ccc(NC(=O)c2ccc(Oc3ncccn3)cc2)cc1,i,-0.37
CCC/C(=N/NC(=O)c1csc(C)c1C)c1ccc(Cl)s1,i,-1.9
COc1ccc(NC(=O)CS(=O)(=O)c2cccc(Cl)c2)cc1,i,1.2
Cc1cc(NS(=O)(=O)c2ccc(NC(=O)/C=C/c3ccc(C)o3)cc2)nc(C)n1,i,-0.64
CCOC(=O)Cc1cnc(NC(=O)CSc2nc(N)cc(=O)[nH]2)s1,i,0.72
CCN(CC)S(=O)(=O)c1ccc(S(=O)(=O)Nc2ccc(C(=O)N3CCCC3)cc2)cc1,i,-0.15
CC1CC(C)CN(C(=S)Nc2ccc(SC(F)F)cc2)C1 (stereo not given),i,0.69
C=CCOc1cccc(C2/C(=C(/O)c3ccccc3)C(=O)C(=O)N2CCN2CCOCC2)c1 (stereo not given),i,1.1
CCOc1cc(NC(=S)NCCCN2CCOCC2)c(OCC)cc1NC(=O)c1ccccc1,i,-0.67
O=C1c2ccccc2C(=O)N1Cc1ccccn1,i,-1.5
c1ccc2c(c1)CC1(CCCC1)n1nnnc1-2,i,0.69
O=C(C1CCCN(S(=O)(=O)c2cccs2)C1)N1CCc2ccccc2C1 (stereo not given),i,-0.06
CCCC(=O)Nc1ccc(C(=O)NNC(=O)c2cccc([N+](=O)[O-])c2)cc1,i,2.5
CC(=O)Nc1ccc2[nH]c(C)c(CC=C(Cl)Cl)c(=O)c2c1,i,0.02

# Single values from above.
# Entry for `COc1ccc(F)c(CN(C)CC2CCCN(CCc3ccc(F)cc3)C2)c1` (stereo not given) in Kir21 block: -9.8*
# Entry for `CCOC(=O)N1CCN(C(=O)COc2ccc(Cl)cc2)CC1` in Kir21 block: -0.69
